Myeloid diff 2 – induction of myeloid progenitor differentiation, primary screen, cell-based, flow cytometry, MLPCN library. ER-HoxA9 myeloid progenitors, lysozyme-GFP differentiation. calls only at 10 µM. 360,000 compounds, 1% hits;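 active = normalized GFP-positive differentiation at or above the plate's own cutoff, the solvent-only control mean plus 3 SD; inconclusive = no clear call, values can overlap the other calls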;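 note: cells exposed to compound for four days before flow analysis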
WT yeast gro inh – growth inhibition of WT strain, primary screen, mitochondrial fusion inhibitor project, WT and mutant strains, chemical genetic; inhibition, % at 10 µM; 190,000 compounds, 2.1% hits; mitochondrial fusion phenotypic screen; in the data active = inhibition above about 58%; tested in S. cerevisiae
Siah-1 displacement – Siah-1 peptide-binding antagonists, primary screen, biochemical, fluorescence polarization, rhodamine-plectin, uHTS (AID 1817) | 290,000 compounds, 0.02% hits | displacement, % at 20 µM; hits with a dose series show IC50 in µM | E3 ubiquitin-protein ligase SIAH1 (Homo sapiens) | Siah-1 / rhodamine-plectin peptide fluorescence polarization; higher % means a stronger effect;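 active = displacement of at least 50% at 20 µM, with a fluorescence ratio check between 0.3 and a set limit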;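 note: plate controls were Siah plus tracer with DMSO for no effect and tracer alone without Siah for full effect; strong numbers were not always called active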
human PMI inhibitors – human PMI inhibitors, high substrate, primary screen, biochemical, fluorescence intensity, high mannose 6-phosphate (AID 1220). recombinant PMI enzyme, coupled fluorescence intensity; higher % means a stronger effect. Mannose-6-phosphate isomerase (Homo sapiens). 190,000 compounds, 0.66% hits. one-dose inhibition, % at 20 µM; IC50 in µM for titrated hits
XIAP antagonists – XIAP antagonists, biochemical, IAP family, fluorescence polarization (AID 1018) | XIAP BIR domain, fluorescence polarization peptide displacement; higher % means a stronger effect | 200,000 compounds, 0.007% hits | E3 ubiquitin-protein ligase XIAP (Homo sapiens) | displacement, % at 20 µM, or IC50 in µM where a hit was titrated; in the data active = displacement above about 50%; note: a part of the inactive calls stands beside numbers as strong as those of hits
human PMI inhibition – inhibitors of human PMI, primary screen, biochemical, fluorescence intensity, coupled assay (AID 1209); purified PMI enzyme, coupled fluorescence intensity; higher % means a stronger effect; inhibition, % at 20 µM, or IC50 in µM where a hit was titrated; 190,000 compounds, 0.42% hits;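 note: plate controls were DMSO vehicle for no effect and wells lacking substrate for full effect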
Salmonella PhoP GFP – inhibitors of PhoP regulon expression, primary screen, Salmonella Typhimurium, GFP reporter (AID 1863). S. Typhimurium PhoP-regulated promoter GFP reporter, 4 h; higher % means a stronger effect. one-dose inhibition, % at 50 µM; IC50 in µM for titrated hits. 300,000 compounds, 0.16% hits;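 active = inhibition over 29.93%, a cutoff 3 SD above the screen mean, later confirmed by dose response; inconclusive = inhibition over 29.93% but no dose response follow-up; inactive = inhibition at most 29.93% or unconfirmed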;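 note: 0% = low Mg2+ inducing control and 100% = high Mg2+ repressing control; strong numbers were not always called active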
TNAP activation fold – human TNAP enzyme activators, primary screen, biochemical, luminescent, no phosphate acceptor, uHTS (AID 1001); Alkaline phosphatase, tissue-nonspecific isozyme (Homo sapiens); purified TNAP, luminescent activation assay, no phosphate acceptor; higher activation fold means a stronger effect; activation fold at 20 µM, or EC50 in µM where a hit was titrated; 200,000 compounds, 0.03% hits; in the data active = activation fold from about 3, or a potency from the dose series; inactive = the rest, 99 in 100 with activation fold below about 1.6; note: many of its hits are not listed in these tables
RSV antiviral HEp-2 – RSV antiviral activity via CPE protection, HEp-2 cells, primary 10 µM value included (AID 2391) | HEp-2 cells, RSV-induced CPE inhibition; higher % means a stronger effect | 310,000 compounds, 0.13% hits | CPE inhibition, % at 10 µM, or IC50 in µM where a hit was titrated; in the data active = a potency from the dose series; inconclusive = CPE inhibition mostly from about 23% at the one dose, without a potency; inactive = the rest, 99 in 100 with CPE inhibition below about 21%; note: strong numbers were not always called active
WT yeast gro inh mutant strain – further read-out of WT yeast gro inh, marked with its call; inhibition, %; mitochondrial fusion phenotypic screen, mutant strain inhibition
Myeloid diff 2 GFP+ MAC1+ % – also measured in Myeloid diff 2; calls as there; GFP+ MAC1+ double positive, %; measured here: differentiation confirmed by MAC1 staining
An asterisk follows results filed as active; i = inactive; u = inconclusive; x = not tested or not shown; & = joins results of further samples. Cut-off read from the data, not from the text of the source, unless noted: active = inhibition above about 50%; inactive = the rest.

The line under a structure holds: Myeloid diff 2	Myeloid diff 2 GFP+ MAC1+ %	WT yeast gro inh	WT yeast gro inh mutant strain	Siah-1 displacement	human PMI inhibitors	XIAP antagonists	human PMI inhibition	Salmonella PhoP GFP	TNAP activation fold	RSV antiviral HEp-2
COc1ccc(-n2c(O)c(C=NC3CC3)c(=O)[nH]c2=O)cc1
    i	0.8	7	14	0%	9%	-5.4%	0%	-10%	1.1	0.3%
CC(Oc1ccccc1)C(=O)N(CCC1=CCCCC1)c1c(N)n(Cc2ccccc2)c(=O)[nH]c1=O (stereo not given)
    u	x	x	x	5%	x	x	x	-2%	x	2.0%
CC(C)OC(=O)c1c(-c2ccc(C(C)C)cc2)csc1NC(=O)C1CCCO1 (stereo not given)
    i	1.9	70*	-8.2*	1%	14%	-23%	14%	-6%	1	12%
Cc1ccc(S(=O)(=O)NC(=O)N2CCCN(Cc3ccc(F)cc3)CC2)cc1
    i	0.5	x	x	4%	x	x	x	-6%	x	-0.3%
COc1ccc(/C=N/NC(=O)c2c(C)nc3ccc(Cl)cn23)cc1OC
    i	0.4	x	x	8%	x	x	x	3%	x	0.8%
O=c1cc(CN2CCOCC2)c2cc(Cl)c(O)cc2o1
    i	0.3	x	x	0%	x	x	x	0%	x	1.8%
c1ccc(-n2nnnc2Oc2cccc3cccnc23)cc1
    i	0.4	-16	1	0%	-10%	-0.9%	0%	0%	1	-1.1%
CCS(=O)(=O)n1nc(-c2ccco2)nc1SC
    i	0.3	-10	-12	1%	-38%	-4.2%	-4%	-8%	1	-0.1%
Cc1ccccc1C(=O)N1CCC(C(=O)NCc2ccc(Cl)cc2)CC1
    i	0.2	x	x	-2%	x	x	x	-2%	x	0.2%
c1ccc(Nc2ccccn2)cc1
    i	0.5	x	x	-2%	-2%	0.8%	-1%	11%	1.1	3.1%
Cc1ccc(NC(=O)NCCN2CCCCC2)cc1Cl
    i	0.7	x	x	2%	x	x	x	3%	x	-1.1%
CCN(CC)CCSc1nc(O)c(C(C)C)c(=O)[nH]1
    i	1.3	-3	8	1%	-1%	-7.5%	4%	0%	1	2.1%
Cc1cccc(OCCNC(=O)c2cncc(Br)c2)c1
    i	0.4	-21	2	-7%	1%	-10%	7%	-3%	1.1	0.8%
COc1cc(/C=C2/C(=O)NN(c3ccc(Cl)c(Cl)c3)C2=O)cc([N+](=O)[O-])c1O
    i	0.7	x	x	2%	x	x	x	10%	x	-2.4%
CN(Cc1ccc(OCC(O)CN(C)Cc2ccccc2)cc1)Cc1nccn1C (stereo not given)
    i	0.4	x	x	-4%	x	x	x	-12%	x	-2.4%
Cc1ccc(-c2csc(NC(=O)c3cnccn3)n2)cc1C
    i	0.7	-10	15	10%	-8%	-1.8%	-5%	-1%	1.7	-1.6%
Cc1ccc(CN=c2c([N+](=O)[O-])nn(-c3cccc(Cl)c3)n2O)cc1
    i	1.2	61*	59*	4%	3%	-4.7%	-4%	1%	1	12%
Cc1cccc(C)c1OCC(=O)N(Cc1ccc(N(C)C)cc1)C1CCS(=O)(=O)C1 (stereo not given)
    i	0.5	x	x	9%	x	x	x	-9%	x	1.6%
Brc1cc2c(cc1Cn1c(-c3cncs3)nc3ccccc31)OCO2
    i	1.4	27	37	1%	20%	-1.8%	14%	-14%	1.1	1.1%
O=C(Nc1ccccc1C(=O)O)c1cccc(S(=O)(=O)Nc2ccc(Br)cc2)c1
    i	0.5	x	x	-5%	x	x	x	7%	x	2.2%
C=CCN1C(=O)C(Cc2cccc(C)c2)SC1=Nc1ccc(C(=O)O)cc1 (stereo not given)
    i	3.8	-4	11	-2%	-4%	-3.5%	1%	-11%	1.1	1.8%
COc1cc(NC(=O)c2nccn2C)cc(C(=O)Nc2cccc(C(F)(F)F)c2)c1
    i	2.3&2.0	x	x	2%	x	x	x	-4%	x	0.2%
CS(=O)(=O)c1ccc(C(=O)OCC(=O)NC(=O)C2CCCCC2)cc1[N+](=O)[O-]
    i	0.4	-14	13	-3%	-28%	-4.8%	-34%	4%	1.1	-1.9%
COCCN(Cc1ccccc1)C(=S)Nc1ccc(OC(F)F)cc1
    i	0.0	16	-12	4%	-7%	-6.0%	7%	5%	0.9	5.0%
Cc1ccc(-n2c(C)n[nH]c2=S)cc1C
    i	1.3	5	-7	3%	10%	-3.4%	7%	0%	1	0.4%
COc1ccc(N2C(=O)C3CCCN3C2c2ccc(C)o2)cc1Cl (stereo not given)
    i	1.1	5	15	4%	15%	-7.4%	14%	0%	1.1	0.8%
CN(C)CCNC=C(C(=O)Nc1ccc(Cl)cc1Cl)C(=O)Nc1ccc(Cl)cc1Cl
    i	0.7	98*	96*	-2%	21%	-18%	24%	-12%	1	3.3%
Cc1ccc(NC(=O)CCc2nnc3ccc(N4CCC(C)CC4)nn23)nc1
    i	1.3	x	x	0%	x	x	x	-12%	x	2.3%
O=C(NCCO)C(=O)NCC1OCCCN1S(=O)(=O)c1ccc2c(c1)OCCO2 (stereo not given)
    i	0.5	x	x	5%	x	x	x	-7%	x	1.1%
O=Cc1cccn1-c1cccnc1
    i	0.5	6	-4	0%	10%	-6.3%	5%	5%	1.2	1.0%
CCc1c(C)nc2ncnn2c1N1CCCC(C(=O)Nc2cc(F)ccc2C)C1 (stereo not given)
    i	1.0	16	19	-2%	-9%	-4.7%	-8%	-8%	1	20%
OCc1ccccc1N=Cc1cccnc1
    i	0.4	x	x	8%	x	x	x	-4%	x	0.9%
CC(=O)NCCNc1ccc([N+](=O)[O-])cn1
    i	0.5	1	9	0%	19%	0.6%	1%	-8%	1.1	1.2%
Cc1ccc(C)c(Cn2c(C)nc3c(sc(=S)n3-c3ccccc3)c2=O)c1
    i	0.9	-1	2	-6%	8%	-2.0%	2%	-6%	1.1	0.9%
COc1ccc(N2C(=O)CC(c3ccc([N+](=O)[O-])cc3)C2=O)cc1 (stereo not given)
    i	0.7	x	x	4%	x	x	x	11%	x	0.9%
CCOc1ccccc1C=Nc1ccccc1C(=O)Nc1ccccc1
    i	1.9	7	-7	-3%	11%	-2.2%	19%	1%	1	0.8%
CCOc1ccc(-c2nnn(CC(=O)c3ccc4c(c3)OCCO4)n2)cc1OCC
    i	4.4	16	17	2%	7%	-0.3%	7%	-6%	1	2.8%
Cc1ccc(C(=O)NCCC(=O)N2CCC3(CC2)NCCc2[nH]cnc23)cc1C
    i	3.8	x	x	-2%	x	x	x	-4%	x	0.3%
Cc1nonc1OCCNCc1c(C(=O)N2CCCCCCC2)nc2ccc(Cl)cn12
    i	0.2	5	7	-2%	7%	-1.9%	5%	-6%	1.1	1.6%
CC(C)(C)C(=O)CN1C(=O)NC(C)(Cc2ccc3c(c2)OCO3)C1=O (stereo not given)
    i	0.4	x	x	0%	x	x	x	-5%	x	0.7%
Cc1ccc(CC(=O)Nc2ccccc2N2CCOCC2)cc1C
    i	0.8	7	3	-2%	-15%	2.1%	-5%	-10%	1	7.1%
COc1ccc(CC(=O)N2CC3(C)CC2CC(C)(C)C3)cc1 (stereo not given)
    i	6.5	3	-2	-2%	16%	-7.9%	21%	1%	1.1	-1.4%
O=C(NCCc1ccccc1F)C(=O)Nc1nccs1
    i	0.9	-2	4	-3%	7%	-2.7%	-4%	-7%	1	-0.1%
CCCCn1c(-c2ccccc2C)nc2cc3[nH]c(=O)c(C(C)C)nc3cc21
    i	0.4	x	x	6%	x	x	x	16%	x	3.5%
CC(C)N1CCN(Cc2ccc(Oc3ncccn3)cc2)CC1CCO (stereo not given)
    i	0.3	-12	23	16%	-1%	0.6%	-6%	-2%	1.1	-1.8%
O=C(O)c1ccc(NC(=O)c2cccc(C(=O)Nc3ccc(C(=O)O)cc3)n2)cc1
    i	0.8	x	x	18%	x	x	x	9%	x	0.9%
CCC12CN3CCN(CC(C3)/C1=N\NC(=O)c1ccc(Cl)cc1)C2
    i	0.1	6	7	6%	-4%	-8.2%	-5%	0%	1	-1.5%
COC(=O)c1cc(OC)c(OC)cc1NC(=S)NC(=O)c1ccco1
    i	1.8	x	x	2%	x	x	x	-1%	x	0.3%
O=C(c1ccco1)N1CCN(S(=O)(=O)c2ccc(Cl)cc2)CC1
    i	0.6	x	x	15%	x	x	x	8%	x	0.8%
CC(C(=O)OCC(=O)c1ccccc1)N1C(=O)c2ccccc2C1=O (stereo not given)
    i	0.5	-21	6	0%	-2%	-11%	-8%	-1%	1	0.6%

Later entries
The line under a structure holds: Myeloid diff 2	Myeloid diff 2 GFP+ MAC1+ %	WT yeast gro inh	WT yeast gro inh mutant strain	Siah-1 displacement	human PMI inhibitors	XIAP antagonists	human PMI inhibition	Salmonella PhoP GFP	TNAP activation fold	RSV antiviral HEp-2
O=C(CC(Nc1ccccc1)c1ccc(F)cc1)c1ccccc1 (stereo not given)
    i	0.7	52	6	-3%	7%	-2.5%	22%	12%	1	0.8%
Cc1ccc(S(=O)(=O)N2CCOCC2)cc1C(=O)Nc1ccc(S(=O)(=O)Nc2nccs2)cc1
    i	0.2	1	0	-1%	14%	-0.9%	5%	-11%	1.1	1.2%
O=C1NCC(=O)N2C(c3ccccc3)c3[nH]c4ccccc4c3C[C@@H]12 (stereo not given in full)
    i	0.1	x	x	-2%	x	x	x	0%	x	5.7%
CCOC(=O)c1c(-c2ccccc2)csc1N1C(=O)Nc2ccccc2N1O
    i	0.2	-8	-1	0%	-22%	-2.6%	-26%	-7%	1	1.8%
CC(=O)c1c(C)[nH]c(C(=O)Nc2nc(-c3ccc(Cl)cc3)cs2)c1C
    i	1.2	86*	59*	-1%	-10%	-6.3%	-14%	-6%	1	u
Cc1ccc(CNCC2CCCO2)s1 (stereo not given)
    i	0.5	10	20	-1%	4%	-1.2%	8%	-8%	1.1	1.3%
CC1(C)NC(=O)N(CCOc2ccc([N+](=O)[O-])cc2)C1=O
    i	0.3	2	9	2%	-2%	-1.6%	3%	-7%	1.1	1.2%
Cc1ccsc1/C=N/n1c(COc2ccccc2)n[nH]c1=S
    i	0.4	-13	-3	5%	14%	-1.3%	24%	1%	1	5.6%
C/C(=C\C(=O)c1cccnc1)Nc1ccc(C)c(C)c1
    i	1.0	21	23	0%	14%	-25%	10%	-12%	1	-0.6%
CCC(=O)c1ccc(N2CCN(C(=O)COc3ccccc3F)CC2)c(F)c1
    i	0.1	-8	-14	2%	-6%	-4.9%	-5%	6%	1.1	4.2%

Source: PubChem (several laboratories)
